PP5 primary: PP5 phosphatase inhibitors, primary screen, biochemical, fluorescence | 0.18% of 320,000 active | Serine/threonine-protein phosphatase 5 (Homo sapiens), P53041 | inhibition, % at 6.7 µM | purified PP5c, OMFP substrate fluorescence;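 active = inhibition above the campaign's mean inhibition across all tested compounds plus 3 SD, cut at about 9.5% in these data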;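 note: 0% = DMSO only and 100% = 100 µM cantharidin control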
Target sequence (P53041 whole entry, looked up): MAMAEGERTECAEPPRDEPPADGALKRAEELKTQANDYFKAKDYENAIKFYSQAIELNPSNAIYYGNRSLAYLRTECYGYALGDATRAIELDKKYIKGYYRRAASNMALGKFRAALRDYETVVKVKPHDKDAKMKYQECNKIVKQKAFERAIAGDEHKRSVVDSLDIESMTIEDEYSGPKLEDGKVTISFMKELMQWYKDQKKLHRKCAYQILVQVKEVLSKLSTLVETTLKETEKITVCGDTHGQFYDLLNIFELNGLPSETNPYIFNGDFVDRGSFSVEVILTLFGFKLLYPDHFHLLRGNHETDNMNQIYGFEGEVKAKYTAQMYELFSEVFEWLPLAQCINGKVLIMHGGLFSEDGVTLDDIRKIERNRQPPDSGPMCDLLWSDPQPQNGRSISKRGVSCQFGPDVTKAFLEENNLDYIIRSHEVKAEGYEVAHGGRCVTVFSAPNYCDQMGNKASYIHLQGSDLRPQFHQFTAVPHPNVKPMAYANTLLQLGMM
TPT1 inh: Candida albicans TPT1 enzyme inhibitors, primary screen, biochemical, fluorescence polarization; 0.81% of 300,000 active; recombinant caTPT1, FP RNA substrate dephosphorylation; tRNA 2'-phosphotransferase TPT1 (Candida albicans SC5314); AID 1962, 2009; inhibition, % at 5 µM;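 active = inhibition above the mean of all tested compounds plus 3 SD, set per screening campaign, cut at about 24% in these data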;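 note: plate controls were DMSO alone for no effect and ferristatin control at 100 nM for full effect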
HCV core dimer: inhibitors of HCV core protein dimerization, primary screen, biochemical, TR-FRET, high-throughput | TR-FRET GST/Flag-core106 dimerization, 1536-well | inhibition, % at 5 µM | 0.33% of 300,000 active | AID 1899, 2009;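 active = inhibition above the mean of all tested compounds plus 3 SD, set per screening campaign, cut at about 45% in these data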
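Assay system: GST-tagged and Flag-tagged HCV core protein residues 1-106 / Times: compound-protein-antibody incubation 4 h at 22.5 °C / Signal: time-resolved FRET, ex 340 nm, em 617 and 671 nm / Evaluation: % inhibition based on acceptor/donor emission ratio / Benchmarks: wells lacking GST-core106 and wells with excess unlabelled core106 / Repeats: singlicate, one well per compound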
procasp3 activ: activators of human procaspase-3 D3A mutant, primary screen, biochemical, absorbance, PC-3 D3A mutant, single concentration. Caspase-3 (Homo sapiens), P42574. recombinant procaspase-3 D3A, Ac-DEVD-pNA absorbance 405 nm. activation, % at 8.5 µM. 0.11% of 330,000 active;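 active = activation above the mean of all tested compounds plus 3 SD, cut at about 21% in these data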;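 note: 0% = DMSO alone and 100% = DMSO wells spiked with extra 5 µM PC-3 D3A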
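Assay system – Procaspase-3 D3A mutant, all three cleavage aspartates alanine · Controls – DMSO-only low control, 5 µM PC-3 D3A high control · Schedule – 1 h compound preincubation, 2 h substrate hydrolysis at 25 °C · Signal – 405 nm absorbance of p-nitroaniline, reads at 0 and 120 min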
JMJD2C inh: inhibitors of GASC-1 histone demethylase, primary screen, biochemical, fluorescence, DELFIA europium | Lysine-specific demethylase 4C (Homo sapiens), Q9H3R0 | GST-JMJD2C(1-420) H3K9me3 demethylation | inhibition, % at 2.35 µM | 0.069% of 330,000 active;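 active = more than half of a compound's replicate wells show inhibition beyond 50%, single wells judged on their own value; inconclusive = some, but no more than half, of replicates pass 50% inhibition; inactive = no replicate passes 50% inhibition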;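 note: signal counts dimethyl H3K9 product captured on neutravidin plate; 0% = median of DMSO wells and 100% = 0.3 times that DMSO median; strong numbers were not always called active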
Target sequence (Q9H3R0 1-420 limits assumed): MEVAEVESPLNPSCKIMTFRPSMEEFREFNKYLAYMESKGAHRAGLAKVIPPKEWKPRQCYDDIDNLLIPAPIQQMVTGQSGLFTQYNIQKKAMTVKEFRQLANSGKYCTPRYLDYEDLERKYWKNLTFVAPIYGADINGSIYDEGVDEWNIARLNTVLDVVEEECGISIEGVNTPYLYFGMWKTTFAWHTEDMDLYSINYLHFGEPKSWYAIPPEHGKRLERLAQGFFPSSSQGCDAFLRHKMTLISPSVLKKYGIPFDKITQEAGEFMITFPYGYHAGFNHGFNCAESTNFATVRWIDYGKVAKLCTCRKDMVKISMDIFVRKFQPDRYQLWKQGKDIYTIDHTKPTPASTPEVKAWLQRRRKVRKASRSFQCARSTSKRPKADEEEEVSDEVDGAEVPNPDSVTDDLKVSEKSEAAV
PP1 counter: PP1-alpha phosphatase inhibitors, primary screen, counter-screen for PP5 inhibitor project, biochemical, fluorescence, OMFP substrate, single point. purified PP1alpha. inhibition, % at 6.7 µM. 0.9% of 320,000 active. Serine/threonine-protein phosphatase PP1-alpha catalytic subunit (Homo sapiens), P62136. AID 2235, 2010;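 active = inhibition above the mean inhibition of all tested compounds plus 3 SD, computed separately for each screening campaign, cut at about 15% in these data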
proCasp7 act: procaspase-7 activators, primary screen, counter-screen for procaspase-3 activator project, biochemical, absorbance, HTS, human; 0.093% of 330,000 active; activation, % at 8.5 µM; recombinant procaspase-7, Ac-DEVD-pNA absorbance 405 nm; D23A/D198A/D206A triple mutant, cannot self-cleave; scale: DMSO 0, 5 µM enzyme 100; Caspase-7 (Homo sapiens), P55210;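 active = percent activation above the screen-wide mean plus 3 SD, cut at about 25% in these data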
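Material: Procaspase-7 triple mutant (PC-7 D3A) | Quantity: 2 µM procaspase-7 mutant as dispensed | Reagent: DEVD-pNA substrate | Times: 1 h preincubation, 2 h reaction | Technique: 405 nm absorbance of p-nitroaniline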
Fh CTSL1 inh: Fasciola hepatica cathepsin L1 inhibitors, primary screen, counter-screen for PFM18AAP inhibitor project, biochemical, QFRET, fluorogenic peptide substrate. recombinant F. hepatica cathepsin L1, Z-Leu-Arg-MCA fluorescence. inhibition, % at 5.96 µM. 0.49% of 300,000 active. AID 1906, 2009;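 active = inhibition above the mean of all tested compounds plus 3 SD, set per screening campaign, cut at about 17% in these data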;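 note: 0% = plate median of test compound wells and 100% = 1 µM Z-Phe-Ala-diazomethylketone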
Efflux pump inh: inhibitors of Candida efflux pumps in yeast, primary screen, S. cerevisiae, Nile Red, multiplex; S. cerevisiae Candida pump triplex; inhibition, % at 10 µM; 0.44% of 330,000 active; AID 485275, 2010;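 active = plate passing quality check with inhibition over a set limit, or well fluorescence over plate mean plus 4 SD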;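 note: Nile Red retained in pooled yeast measured as flow cytometry median fluorescence; 0% = buffer negative control and 100% = Enniatin B positive control; higher means more Nile Red kept so more efflux inhibition; some compounds called inactive have numbers as strong as hits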
* hit, by the source's call; ? = inconclusive; . = not tested or not shown; & = joins results of further samples.

SMILES	PP5 primary	TPT1 inh	HCV core dimer	procasp3 activ	JMJD2C inh	PP1 counter	proCasp7 act	Fh CTSL1 inh	Efflux pump inh
O=C(CNC(=O)c1ccc(Cl)cc1)OCC(=O)c1ccccc1	2.0	-4	-4	7	5	0	8	-14	-0.1
CCc1nc2sccc2c(=O)[nH]1	0.4	-2	-5	-2	10	4	4	-1	-0.1
O=C(Cc1ccc(Cl)cc1)Nc1ccc2oc(-c3ccncc3)nc2c1	-1.0	2	-23	-5	10	1	4	3	0.0
O=C(CCNS(=O)(=O)c1ccccc1C(F)(F)F)NCCCSc1ccccc1	0.9	-6	-5	4	15	0	-3	2	-1.2
Cn1c(=O)[nH]c(=O)c2c1nc1n2CCCN1Cc1ccccc1	-2.3	-1	-1	9	19	0	5	6	0.0
CCN(CC)CCCNC(=O)CCn1nc(-c2ccc(Cl)cc2)ccc1=O	0.3	1	-10	0	-12	3	22	3	0.0
COc1ccc2c(C)cc(Sc3nnnn3-c3ccccc3)nc2c1	2.2	0	9	8	0	-1	0	-2	2.6
COC(=O)[C@H](CC(C)C)NC(=O)Nc1ccccc1F	-0.2	0	-1	1	6	-2	12	6	-0.1
COCCSc1nnc(NC(=O)CS(=O)(=O)c2ccc(C)cc2)s1	-2.3	0	-3	9	-18	0	1	0	-0.2
O=C(OCC(=O)N1CCN(C(=O)c2ccco2)CC1)c1cc(-c2ccc(Cl)c(Cl)c2Cl)nc2ccccc12	4.5	2	29	1	6	13	-3	-17	0.0
CCOC(=O)c1sc2nc(SC)nc(-c3ccc(Cl)cc3)c2c1N	0.3	-1	-4	1	-5	5	-10	4	0.0
O=c1c2ccccc2nc2n1CCCCC2	3.0	1	-8	-2	35	4	-1	1	-0.1
O=C(O)C[C@H]1c2cc(C(F)(F)F)ccc2S(=O)(=O)N1Cc1ccccc1	2.4	-2	7	7	2	-3	-3	-1	0.1
O=C(Cn1ncn2cccc2c1=O)N1CCCCC1	0.2	-4	-8	3	-1	1	9	-2	-0.1
COc1cc(/C=C(/Sc2nnc(-c3ccc(F)cc3)o2)C(=O)O)ccc1OC(F)F	2.3	4	9	1	-17	-3	-4	1	0.2
COC(=O)C1=C2SCC(=O)N2C(N)=C(C#N)C1	1.5	-2	-9	1	31	0	1	-6	-0.2
O=C(CSc1nnc(-c2ccco2)o1)c1ccc([N+](=O)[O-])cc1	2.8	0	9	8	?	3	-1	5	0.1
CCc1cccc(C)c1NC(=O)c1ccc2nc(N3CCOCC3)sc2c1	1.5	-2	3	-2	14	-2	-3	-1	0.1
C[n+]1ccccc1/C=C/c1ccc(F)c(F)c1	1.1	-1	0	-13	0	-6	-7	1	-0.1
O=C(CC1C(=O)NCCN1Cc1ccoc1)NCc1cccc(OC(F)(F)F)c1 (configuration not stated)	0.7	0	2	-3	6	1	1	1	0.1
CCOc1ccc(N(CC(=O)N2CCCC2)S(=O)(=O)c2ccc(Cl)cc2)cc1	0.8	-3	1	-4	-5	2	0	2	-0.1
CCc1cccc(C)c1N(C(=O)Cn1c(=O)[nH]c2ccccc21)C(C)COC (configuration not stated)	2.4	-3	4	4	2	-2	-4	-2	-0.1
Cc1ccc(S(=O)(=O)NCC(=O)N(CC(=O)NCc2ccco2)Cc2ccc(F)cc2)cc1	-7.6	-4	-14	-16	10	7	-6	0	0.0
CCN(CC(=O)NC1CCS(=O)(=O)C1)S(=O)(=O)c1cc(Br)ccc1Br (configuration not stated)	-0.3	-1	0	8	0	-3	5	1	-0.1

One compound at a time, as listed above. Order of screens: PP5 primary | TPT1 inh | HCV core dimer | procasp3 activ | JMJD2C inh | PP1 counter | proCasp7 act | Fh CTSL1 inh | Efflux pump inh
`CCc1cccc(C)c1NC(=O)c1ccc2nc(N3CCOCC3)sc2c1` across the screens: 1.5 | -2 | 3 | -2 | 14 | -2 | -3 | -1 | 0.1
`CCc1cccc(C)c1N(C(=O)Cn1c(=O)[nH]c2ccccc21)C(C)COC` (configuration not stated) across the screens: 2.4 | -3 | 4 | 4 | 2 | -2 | -4 | -2 | -0.1
`O=C(Cn1ncn2cccc2c1=O)N1CCCCC1` across the screens: 0.2 | -4 | -8 | 3 | -1 | 1 | 9 | -2 | -0.1

(further entries)
SMILES	PP5 primary	TPT1 inh	HCV core dimer	procasp3 activ	JMJD2C inh	PP1 counter	proCasp7 act	Fh CTSL1 inh	Efflux pump inh
C=CCNC(=O)COC(=O)c1nc2nccc(C)n2n1	0.4	-1	-2	6	-10	-2	6	-4	-0.1
COc1ccccc1-c1cc(C(=O)NCc2ccc(F)cc2)no1	0.9	-1	4	4	-7	-5	-4	-3	0.1
O=c1ccc2cc(S(=O)(=O)N3CCN(c4cc(Cl)ccc4Cl)CC3)ccc2o1	6.5	-1	-13	15	1	4	-14	-5	0.3
CCOc1ccc(C2=NNC(c3cccs3)=Nc3ccc(OCC)cc32)cc1	5.8	-1	16	-3	-2	0	5	1	0.1
CCOC(=O)C(C)S(=O)(=O)c1ccc(C(F)(F)F)cn1 (configuration not stated)	1.9	-2	1	0	1	-2	8	-2	0.0
O=Cc1c(NC2CCCCC2)c2ccccc2[nH]c1=O	0.3	-1	8	-1	0	-7	0	-3	0.0
Cc1c(C(=O)Nc2cccc(S(=O)(=O)N3CCOCC3)c2)oc2ccc(Br)cc12	.	.	.	7	-9	.	-10	.	-0.3
N#Cc1ccc(CSCC(=O)NN=C2CCCC2)cc1	1.2	-4	1	10	-8	-5	5	0	0.0
COc1cccc(CCNC(=O)c2ccc(C#N)cc2)c1	0.1	-4	-5	5	7	-3	-6	3	0.0
Cc1nnc(NC(=O)CCn2c(=O)oc3ccc(Cl)cc32)s1	-1.7	-3	-5	4	149	-3	-3	1	-0.3
c1ccc(Nc2cccc3c(Nc4ccccc4)cccc23)cc1	-1.5	8	3	5	0	4	2	-2	0.1
CCn1c(CNC(=O)c2cccs2)n[nH]c1=S	0.8	-3	2	-2	11	-1	-2	-1	0.2

Six entries from above, arranged by the value under JMJD2C inh, smallest number first:
mol | PP5 primary | TPT1 inh | HCV core dimer | procasp3 activ | JMJD2C inh | Efflux pump inh
C=CCNC(=O)COC(=O)c1nc2nccc(C)n2n1 | 0.4 | -1 | -2 | 6 | -10 | -0.1
N#Cc1ccc(CSCC(=O)NN=C2CCCC2)cc1 | 1.2 | -4 | 1 | 10 | -8 | 0.0
COc1ccccc1-c1cc(C(=O)NCc2ccc(F)cc2)no1 | 0.9 | -1 | 4 | 4 | -7 | 0.1
c1ccc(Nc2cccc3c(Nc4ccccc4)cccc23)cc1 | -1.5 | 8 | 3 | 5 | 0 | 0.1
CCOC(=O)C(C)S(=O)(=O)c1ccc(C(F)(F)F)cn1 (configuration not stated) | 1.9 | -2 | 1 | 0 | 1 | 0.0
Cc1nnc(NC(=O)CCn2c(=O)oc3ccc(Cl)cc32)s1 | -1.7 | -3 | -5 | 4 | 149 | -0.3

Other records follow.
SMILES	PP5 primary	TPT1 inh	HCV core dimer	procasp3 activ	JMJD2C inh	PP1 counter	proCasp7 act	Fh CTSL1 inh	Efflux pump inh
CCc1noc(C)c1C(=O)Nc1ccc(Cl)c(S(=O)(=O)N2CCCCC2)c1	2.6	-2	0	9	75	-2	1	2	0.0
CC1=C(C(=O)OCc2ccccc2)C(c2ccccc2[N+](=O)[O-])NC(=O)N1C (configuration not stated)	1.6	-4	-2	3	0	0	9	-2	-0.1
CC(C)(C)c1cc(=O)[nH]c(SCc2ccccc2Cl)n1	2.7	-4	7	1	-4	3	-2	0	0.3
CCCCCCCCc1nnc(NC(=O)c2ccco2)s1	3.0	5	10	-2	5	-2	0	0	-0.2
CC1(C)CC(=O)C2=C(C1)OC(N)=C(C#N)C2c1ccc(OC(=O)N2CCOCC2)cc1 (configuration not stated)	-3.0	2	3	8	-10	-1	13	-1	0.1
COc1cccc(CNC(=O)C(=O)NCCC2CCCCN2S(=O)(=O)c2ccc(C)cc2)c1 (configuration not stated)	2.8	2	8	8	-2	4	-1	1	0.0
O=C(CCNC(=O)c1ccc(Cl)cc1)Nc1nc2ccccc2[nH]1	.	.	.	5	3	.	13	.	0.2
O=C(NCc1ccco1)c1cccc(Br)c1	2.8	2	0	6	-3	0	15	-4	0.0
O=C1CC(Cc2ccc(Cl)cc2)C(=O)N1c1ccccn1 (configuration not stated)	-0.9	-3	4	3	-22	-3	3	1	0.1
COc1ccc(Cl)cc1C(=O)Nn1cnnc1	0.0	-2	7	5	-22	-2	6	-4	0.0
CCCN1C(=O)SC(CC(=O)Nc2ccc(C)cc2)C1=O (configuration not stated)	-2.0	-7	-8	-7	-6	1	-10	3	-0.1
NCCCC[C@@H]1NC(=O)c2cc([N+](=O)[O-])cc(F)c2NCCCC[C@@H](C(N)=O)NC(=O)CNC1=O	1.8	0	5	4	1	-1	-8	2	.
COc1ccc(-c2nnc(SCC(=O)Nc3cccnc3Cl)n2C)cc1	0.7	0	-8	-3	-3	-4	-3	-2	-0.1
O=C(CSc1nc(-c2ccco2)cc(C(F)(F)F)n1)N1CCSCC1	3.9	-1	7	-1	0	-2	0	-1	0.0
COc1cc(C)nc(N2CCCC(C(=O)Nc3cccc(Cl)c3Cl)C2)n1 (configuration not stated)	2.1	-2	-7	1	31&7	2	3	0	0.2
COc1cc(C2SCC(=O)N2CCc2ccc(OC)c(OC)c2)ccc1O (configuration not stated)	3.6	-4	-3	-10	1	1	-1	0	0.1
COC(=O)N/N=C/c1ccc(-c2ccccc2Cl)o1	3.4	2	-18	-12	4	1	4	1	0.3
CCC(CC)C(=O)Nc1ccc([N+](=O)[O-])cn1	1.9	-1	-1	-6	1	0	-4	-3	0.1

Only Fh CTSL1 inh, Efflux pump inh and PP5 primary, for five of the compounds above:
SMILES,Fh CTSL1 inh,Efflux pump inh,PP5 primary
CCC(CC)C(=O)Nc1ccc([N+](=O)[O-])cn1,-3,0.1,1.9
COC(=O)N/N=C/c1ccc(-c2ccccc2Cl)o1,1,0.3,3.4
COc1cc(C2SCC(=O)N2CCc2ccc(OC)c(OC)c2)ccc1O (configuration not stated),0,0.1,3.6
O=C(CSc1nc(-c2ccco2)cc(C(F)(F)F)n1)N1CCSCC1,-1,0.0,3.9
COc1ccc(-c2nnc(SCC(=O)Nc3cccnc3Cl)n2C)cc1,-2,-0.1,0.7

High-throughput results (PubChem BioAssay)

The order is random (roughly 2.9% active in at least one column).
